EP2 modulator = modulates human prostaglandin E2 receptor EP2 signaling; 260,000 compounds, 0.83% hits; EP2-expressing cells, cAMP HTRF FRET, PGE2 co-stimulation; AID 940; P43116; induction, % at 25 µM;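 active = compounds whose cAMP rise, as percent of the full-agonist control response, exceeds 60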;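 also: rat C6 glioma line stably carrying human EP2 under a CMV promoter; the protocol text gives 20 µM as final concentration; 100% = response of wells given 1 µM PGE2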
Ba/F3 V617F tox = lowers viability of Ba/F3 cells expressing EpoR and JAK2V617F | ATP luminescence | inhibition, % at 5.6 µM | 220,000 compounds, 1.1% hits | AID 1446;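 active = inhibition above the campaign mean plus 3 SD over all tested compounds, cut at about 24% in these data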;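 also: cytokine-independent growth of Ba/F3 cells driven by EpoR plus mutant JAK2; 0% = DMSO-treated cells and 100% = JAK inhibitor I control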
S1P4 agonist = activates the human S1P4 receptor; O95977; S1P4-expressing cell line, agonist reporter assay; activation, % at 4.98 µM; 220,000 compounds, 0.35% hits; in the data active = activation above about 11%;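 also: 0% = DMSO vehicle and 100% = reference agonist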
Calpain2 inh = calpain II (pig) inhibition; purified calpain II, fluorogenic peptide substrate, 30 min; inhibition, % at 16 µM; 220,000 compounds, 0.37% hits; AID 1236;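 active = inhibition above about 50%, limit read from the data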
BaF3 tox = counter-screen for JAK2V617F inhibitors: parental Ba/F3 viability inhibitors; CellTiter-Glo ATP luminescence; inhibition, % at 5.6 µM; 220,000 compounds, 1.1% hits;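 active = inhibition above a per-campaign cutoff, the mean inhibition of all tested compounds plus 3 SD, cut at about 27% in these data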;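 also: 0% = DMSO wells and 100% = JAK Inhibitor I control wells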
S1P4 antag = human S1P4 receptor antagonism. 220,000 compounds, 0.26% hits. O95977. AID 1510. S1P4-expressing cells, antagonist mode, reporter read-out. inhibition, % at 4.98 µM; in the data active = inhibition above about 29%;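 also: 0% = wells stimulated with agonist and 100% = vehicle wells without agonist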
TRPN1 ag = agonists of zebrafish TRPN1 channel; HEK293 zebrafish TRPN1-YFP, Fluo-8 calcium fluorescence; 100% = response to 87 µM carbachol; activation, % at 3 µM; 220,000 compounds, 0.18% hits; AID 1424;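 active = activation above its plate's cutoff, the mean activation of test wells on that plate plus 3 SD, cut at about 19% in these data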;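 also: 0% = DMSO alone and 100% = 87 µM carbachol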
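Material: zebrafish TRPN1-YFP in HEK293 cells. Doses: one dose of 3 µM, 0.3% DMSO. Incubation: dye 1 h 37 °C plus 30 min RT. Measured by: intracellular calcium fluorescence with Fluo-8.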
TRPML3 agonist = activates the human TRPML3 channel; HEK293 TRPML3-YFP, Fluo-8 calcium fluorescence; 100% = the carbachol control signal; 220,000 compounds, 0.29% hits; Q8TDD5; activation, % at 3 µM;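 active = activation above its plate's cutoff, the mean activation of the plate's test wells plus 3 SD, cut at about 12% in these data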;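 also: 0% = DMSO only wells and 100% = carbachol wells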
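Material: TRPML3-YFP stable HEK293 cells | Dosing: One concentration, 3 µM nominal, 0.3% DMSO | Timing: 125 s total fluorescence read per well | Technique: Fluo-8 calcium dye fluorescence, ex 470-495, em 515-575 nm | Measure: Percent activation from peak-to-basal fluorescence ratio, scaled between DMSO and carbachol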
PERK inh = blocks human PERK kinase | 220,000 compounds, 0.17% hits | inhibition, % at 5.6 µM | CHO PERK-DD fusion, SEAP luminescence translation reporter | AID 1416 | Q9NZJ5;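 active = inhibition above the mean inhibition of all tested compounds plus 3 SD, set separately per screening campaign, cut at about 2.9% in these data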;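 also: PERK kinase domain activated by AP20187 dimerizer at 100 nM; 0% = DMSO with dimerizer and 100% = rapamycin at 8.4 µM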
Target sequence (Q9NZJ5 whole entry, looked up, the tested form may be a part): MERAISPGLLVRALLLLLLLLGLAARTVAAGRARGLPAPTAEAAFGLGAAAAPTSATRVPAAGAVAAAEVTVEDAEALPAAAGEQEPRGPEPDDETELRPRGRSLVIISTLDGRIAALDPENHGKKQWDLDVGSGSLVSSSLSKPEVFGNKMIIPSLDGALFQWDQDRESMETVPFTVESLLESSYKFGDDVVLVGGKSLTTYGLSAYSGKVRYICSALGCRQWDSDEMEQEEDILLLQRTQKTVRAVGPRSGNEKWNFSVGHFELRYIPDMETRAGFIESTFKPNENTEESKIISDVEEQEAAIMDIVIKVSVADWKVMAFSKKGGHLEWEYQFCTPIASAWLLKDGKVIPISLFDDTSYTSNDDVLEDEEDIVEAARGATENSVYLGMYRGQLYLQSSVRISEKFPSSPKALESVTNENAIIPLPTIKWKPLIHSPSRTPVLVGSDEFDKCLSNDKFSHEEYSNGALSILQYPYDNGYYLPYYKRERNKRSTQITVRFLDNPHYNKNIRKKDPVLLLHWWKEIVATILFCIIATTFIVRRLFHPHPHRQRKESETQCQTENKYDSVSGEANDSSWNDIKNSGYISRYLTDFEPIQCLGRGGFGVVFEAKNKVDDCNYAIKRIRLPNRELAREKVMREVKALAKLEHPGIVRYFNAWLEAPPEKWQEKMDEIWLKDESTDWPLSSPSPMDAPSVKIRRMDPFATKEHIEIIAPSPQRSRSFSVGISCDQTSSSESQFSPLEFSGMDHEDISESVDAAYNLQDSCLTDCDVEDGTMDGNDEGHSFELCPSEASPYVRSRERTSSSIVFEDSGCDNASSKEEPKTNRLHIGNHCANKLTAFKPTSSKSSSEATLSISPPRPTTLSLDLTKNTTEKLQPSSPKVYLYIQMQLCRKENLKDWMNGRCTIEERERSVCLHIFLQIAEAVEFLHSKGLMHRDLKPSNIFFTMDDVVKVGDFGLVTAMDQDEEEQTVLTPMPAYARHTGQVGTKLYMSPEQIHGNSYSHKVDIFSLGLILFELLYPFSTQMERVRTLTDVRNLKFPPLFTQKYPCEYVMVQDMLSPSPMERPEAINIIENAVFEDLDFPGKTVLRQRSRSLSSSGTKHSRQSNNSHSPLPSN
The depositor's hits bear a star; i = inactive; . = not tested or not shown; & = joins results of further samples.

SMILES	EP2 modulator	Ba/F3 V617F tox	S1P4 agonist	Calpain2 inh	BaF3 tox	S1P4 antag	TRPN1 ag	TRPML3 agonist	PERK inh
COc1ccccc1C(=O)N/C(=C/c1ccccc1)C(=O)Nc1ccc(C(=O)O)cc1	8	0	-1.2	-18	4	5	-0.2	-0.9	1.0
CN(C)/C=N/c1nc2ncc(-c3ccc(Cl)cc3)c(/N=C/N(C)C)n2n1	21	1	1.3	-18	8	-15	-0.4	0.3	1.6
Cc1csc(NC(=O)CCNC(=O)c2ccc([N+](=O)[O-])cc2)n1	13	-3	-0.2	16	8	-25	1.8	-0.3	0.6
O=C(O)c1cccnc1SCc1cn2cc(Cl)ccc2n1	22	-1	-0.9	0	-3	0	0.8	0.3	3.0*
CCOC(=O)C1=C(C)Nc2ccccc2N=C1NC(=O)CCCN1C(=O)c2ccccc2C1=O	-5	0	2.4	15	5	-7	1.5	0.7	-1.0
Cc1nc2ccccc2cc1C(=O)N/N=C/c1ccco1	-5	-8	-0.8	6	1	-9	-0.5	1.2	1.0
COc1ccc(C2N(c3cc(Cl)ccc3OC)C(=O)C3CCCN32)cc1 (configuration not stated)	25	-2	-2.8	7	10	-5	1.1	0.0	0.0
COc1ccc(OC)c(NC(=O)CSc2nc3c(c(=O)n(C)c(=O)n3C)n2C)c1	-14&-35	0	-1.1	-3	0	-35	0.9	0.3	-1.0
CCOC(=O)c1cnn(-c2cc(C)nc3c(-c4ccc(Cl)cc4)c(C)nn23)c1N	-3	-4	0.2	-25	2	9	1.9	0.8	1.3
COc1cccc(CSc2ccc(S(=O)(=O)N3CCOCC3)cc2C(=O)NCC2CCCO2)c1OC (configuration not stated)	19	-1	0.1	12	3	-11	-0.6	-0.1	0.6
COc1ccc(C2C(C(=O)c3sc(C)nc3C)=C(O)C(=O)N2CCN2CCOCC2)cc1 (configuration not stated)	8	-3	3.5	-3	1	-7	-0.8	0.5	1.7
CN(C)c1ccnc2sc3c(=O)n(-c4ccccc4)cnc3c12	-4	-2	-0.7	-6	4	-9	1.2	0.4	-0.9
O=C(C[n+]1ccsc1)c1ccccc1	23	0	0.9	-2	8	-3	-0.9	0.2	1.0
C/C(N)=C(/C#N)C(=O)CSc1nnc(Cc2ccccc2F)n1N	1	-3	-0.8	-18	-2	-12	-0.4	-0.1	0.1
CC(=O)C1=C(C)OC(N)=C(C#N)C1c1cc2cc(C)c(C)cc2nc1Cl (configuration not stated)	-14	-3	3.8	-65	3	-13	0.1	-0.6	1.2
CC(OCC(O)CNCC1COc2ccccc2O1)c1ccc(Cl)cc1 (configuration not stated)	-25	-5	1.4	7	-2	-6	-0.3	0.5	0.2
CCC(CO)Nc1nc2ccc(Cl)cc2c2ccccc12 (configuration not stated)	-21	2	-0.6	-13	-1	0	0.4	0.6	0.0
C/C(N)=C(/C#N)C(=O)CSc1nc2ccccc2c(=O)n1CCCO	-16	-1	-2.8	-12	2	-11	2.4	0.6	0.7
CCc1ccc(NC(=O)CSc2nnc(-c3ccccn3)n2C)cc1	18	0	1.9	-13	2	-24	0.4	-0.2	-1.0
CCOC(=O)N1CCN(Cc2ccccn2)CC1	29&13	1	-0.6	-6	10	-6	0.7	1.3	1.4
Cc1nnc(SCC(=O)NNC(=O)c2ccco2)n1-c1ccccc1	-5	3	0.8	7	6	11	1.1	0.1	0.6
Cc1ccc(N(C)S(=O)(=O)c2cccc(C(=O)Nc3nnc(C4CC4)s3)c2)cc1	-37	-1	-0.3	10	7	-1	0.1	0.6	0.4
CC(=O)Nc1ccc(S(=O)(=O)Nc2nc3ccccc3nc2Nc2ccc(N)cc2)cc1	0	-2	2.0	-29	-3	-20	2.0	-0.4	-0.1
Cc1ccc(-c2cc(C(=O)N/N=C/c3cccnc3)n[nH]2)o1	-37	0	-0.2	-4	2	-2	3.4	0.7	0.1
CC1CCCN(CC(=O)N2c3ccccc3Sc3ccccc32)C1 (configuration not stated)	34	-3	-0.1	-5	-3	-11	-1.3	-0.1	0.6

Later entries:
SMILES	EP2 modulator	Ba/F3 V617F tox	S1P4 agonist	Calpain2 inh	BaF3 tox	S1P4 antag	TRPN1 ag	TRPML3 agonist	PERK inh
CCOC(=O)c1[nH]c2ccc(OC)cc2c1NC(=S)N1CCN(c2cccc(C)c2C)CC1	7	-3	4.0	-61	3	-9	-1.8	0.4	-1.2
FC(F)Oc1ccc(NC(=S)NCCc2ccccn2)cc1	-53	2	-1.1	-7	7	-6	-0.1	0.0	0.6
CCc1c(C)sc(NC(=O)CSc2nc3c(c(C(F)(F)F)n2)CCc2ccccc2-3)c1C#N	19	-2	-3.1	10	3	5	-0.6	0.9	0.8
COC(=O)c1ccccc1NC(=O)c1noc2c1CC(C(C)(C)C)CC2 (configuration not stated)	39	-3	0.7	-13	3	-7	-0.3	0.4	1.2
O=C(OCc1ccc(F)cc1Cl)c1ccccn1	5	0	2.2	18	4	-22	0.5	-0.4	0.5
O=C(Nn1c(-c2ccccc2)nc2ccccc2c1=O)c1ccc([N+](=O)[O-])cc1	41	-5	0.0	0	1	-61	-1.3	-0.6	0.7
Cc1c(NC(=O)c2ccc(CN3CCc4ccccc4C3)cc2)c(=O)n(-c2ccccc2)n1C	8	0	1.3	-12	8	-8	3.9	0.7	-0.6
CCOC(=O)CNC(=O)CSc1ccc2nnc(-c3ccc(F)cc3)n2n1	-35	6	-0.5	-141	8	-3	0.8	0.0	0.7
CCCCn1c2c(c3ccccc31)CCc1nonc1-2	.	-4	2.2	.	0	3	-0.3	1.1	1.2
O=C(O)c1cccc(NC(=O)c2cn(-c3ccccc3)nc2-c2ccncc2)c1	35	0	-1.1	-19	3	-17	0.4	0.6	0.2
O=S(=O)(c1ccc(Cl)s1)N1CCN(c2ncccn2)CC1	6	1	-0.8	-6	4	-18	0.5	1.2	1.0
CCCNC(=O)c1nc(C)n(-c2cc(Cl)cc(Cl)c2)n1	-7	1	1.1	-1	8	-13	-1.1	0.1	-0.9
CCCOc1ccc(-c2c(C(=O)N/N=C/c3ccccc3)nnn2-c2nonc2N)cc1	0	-2	0.3	-8	0	-15	-0.1	0.2	-0.5
COc1ccccc1CN(C)CC(=O)NC1CCCc2ccccc21 (configuration not stated)	3	3	2.2	24	1	2	-1.9	-1.5	-1.1
O=C(CN1CCN(S(=O)(=O)c2ccc(Cl)s2)CC1)NCc1ccc(Cl)cc1	-29	2	0.7	0	5	9	0.5	1.8	0.3
COc1ccc(-c2cc(C(F)(F)F)nc(SCC(=O)NCc3cnn(C)c3C)n2)cc1OC	16	2	1.1	-253	3	-2	2.0	0.9	-0.6
COc1ccc(C(=O)NC(=S)Nc2cc3oc4ccccc4c3cc2OC)cc1	5	5	-0.9	21	4	-25	-0.6	-0.3	-0.8
CCOc1ccc(C(C)(C)C)cc1S(=O)(=O)n1nc(C)cc1C	47	-2	0.5	6	3	-4	-1.5	4.0	-0.1
COc1ccc(C(=O)C2CCCN(C3Cc4ccccc4C3)C2)c(OC)c1 (configuration not stated)	-28	6	-0.1	-49	-10	0	-1.8	-0.2	-0.1
CCCCN(C(=O)c1cc2ccccc2o1)c1c(N)n(CC(C)C)c(=O)[nH]c1=O	4	-3	1.7	8	5	-11	-0.4	-0.4	-0.6
CCSC1=NCCN1C(=O)c1ccc(S(=O)(=O)N(C)C)cc1	14	0	0.3	-3	7	-20	1.5	1.0	0.9
C/C(=N\O)c1ccc(N2C(=O)C3CC=C(Cl)CC3C2=O)cc1 (configuration not stated)	17	4	4.0	-1	6	-21	-0.4	-1.1	-0.7
O=C(Cc1ccc2c(c1)CCCC2)Nc1ccccc1Br	-28	3	1.0	13	6	-5	-2.6	-0.6	-1.1
Cc1cc(Cl)c(S(=O)(=O)NC2CCCCC2)cc1OCC(=O)Nc1nncs1	10	-3	0.8	-19	1	-25	3.7	0.8	-0.1
O=C(COC(=O)C1(c2ccccc2F)CCCC1)N1CCOCC1	38	-7	-2.5	-4	3	5	-0.2	1.3	0.2

(continued)
SMILES	EP2 modulator	Ba/F3 V617F tox	S1P4 agonist	Calpain2 inh	BaF3 tox	S1P4 antag	TRPN1 ag	TRPML3 agonist	PERK inh
Clc1ccccc1CSC1=NCCN1	19	1	0.4	-10	0	-2	-0.6	0.5	1.2
N#Cc1c(N)nc2c(c1-c1ccc3c(c1)OCO3)CCCCCC2	6	-3	-0.8	-9	0	13	-0.9	1.3	0.1
COc1ccc(CNC(=O)C(OC(=O)c2ccco2)c2ccc(OC)cc2)cc1 (configuration not stated)	-2	1	0.3	-4	0	-8	0.6	0.0	-0.7
CC(=O)c1c(C(C)=O)c(C)n(NC(=O)c2ccccc2O)c1C	16	-3	0.2	-4	5	-10	0.3	0.7	1.8
COc1ccc(CN(CCC(c2ccccc2)C2CCOC(C)(C)C2)C(C)=O)cc1 (configuration not stated)	-8	-2	-0.4	11	3	-2	-0.5	-1.1	-1.2
Cc1ccc(CCN2CC(C(=O)NC3CCCC3)CC2=O)cc1 (configuration not stated)	27	4	-0.8	-5	5	-5	0.7	0.1	-1.3
O=C(Cc1c[nH]c2ccccc12)Nc1nccs1	15	-4	-1.1	-6	2	-33	1.1	1.1	0.7
Cc1oc2cc(O)ccc2c(=O)c1-c1ccccc1	3	2	1.1	i	2	-5	-0.5	0.2	0.3
O=C(N/N=C/c1ccccn1)c1cc(-c2ccc3ccccc3c2)n[nH]1	-9	2	-0.2	-90	4	-4	1.3	0.1	-0.2
Cc1ccc(C)n1Cc1ccc(C(=O)O)cc1	33	-3	-2.3	-20	4	-1	1.4	1.4	1.6
CCOC(=O)c1ccc(N2C(=O)CC(N3CCC(O)(c4ccc(Br)cc4)CC3)C2=O)cc1 (configuration not stated)	-2	-4	-2.9	-50	0	-1	0.5	0.9	-0.8
Cc1cc(/C=N/NC(=O)C(O)(c2ccccc2)c2ccccc2)c(C)n1-c1ccccc1	3	0	-1.8	-32	6	-11	-0.6	-0.1	0.1
O=C(CN1CCOCC1)NN=C(c1ccccc1)c1ccccc1	-10	4	-0.1	30	13	0	-0.4	0.1	-0.2
Cn1c(SCCC#N)nnc1-c1ccccc1F	23	1	-0.5	-18	5	-19	-0.2	0.5	0.4
CC(=O)CC1=NC(C)(C)Cc2ccccc21	12	0	1.7	-5	6	-16	-0.1	0.4	0.2
COc1cc(/C=C2/CCCC(C(=O)C(F)(F)F)=C2O)ccc1O	-13	-5	8.3	0	1	11	1.5	1.0	1.3
O=C1CN(S(=O)(=O)c2ccccc2)CCN1S(=O)(=O)c1ccccc1	6	-4	1.8	7	3	-16	0.3	0.5	0.3
COc1cccc(C(=O)/C=C/c2ccc(SC)cc2)c1	8	6	0.9	-11	7	3	-0.1	0.7	-1.9
Nc1ccc(C(O)(C(F)(F)F)C(F)(F)F)cc1	18	3	1.6	-26	4	7	0.3	0.9	0.8

Four successive records already listed:
SMILES	EP2 modulator	Ba/F3 V617F tox	S1P4 agonist	Calpain2 inh	BaF3 tox	S1P4 antag	TRPN1 ag	TRPML3 agonist	PERK inh
O=C(C[n+]1ccsc1)c1ccccc1	23	0	0.9	-2	8	-3	-0.9	0.2	1.0
C/C(N)=C(/C#N)C(=O)CSc1nnc(Cc2ccccc2F)n1N	1	-3	-0.8	-18	-2	-12	-0.4	-0.1	0.1
CC(=O)C1=C(C)OC(N)=C(C#N)C1c1cc2cc(C)c(C)cc2nc1Cl (configuration not stated)	-14	-3	3.8	-65	3	-13	0.1	-0.6	1.2
CC(OCC(O)CNCC1COc2ccccc2O1)c1ccc(Cl)cc1 (configuration not stated)	-25	-5	1.4	7	-2	-6	-0.3	0.5	0.2

Assay outcomes from PubChem.
